# sdo1 growth: growth rescue of sdo1-depleted yeast, primary screen, S. cerevisiae, bone marrow failure model; S. cerevisiae sdo1-depleted JHY4D growth rescue, OD600 30 h; stronger effect = higher value; pdr5 snq2 efflux-pump mutant strain; z-score at 10 µM; 0.21% of 140,000 active;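 active means z-score above 3 at both the 24 hr and the 30 hr optical density reads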;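 further: z-score against mean and SD of all compound wells on the same plate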
# INS promoter inh: inhibitors of insulin promoter-driven GFP, primary screen, imaging, TRM-6 cells (human fetal islet line), eGFP reporter, cell count. AID 1273, 2008. inhibition, % at 2 µM. 0.9% of 130,000 active. reporter expression induced with tamoxifen;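 active means inhibition above the mean plus 3 SD, with well images judged a real hit on visual review, cut at about 60% in these data, passing the limit was not always enough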
# sdo1 growth Rescue 24 h: further read-out of sdo1 growth, marked with its call; z-score; S. cerevisiae sdo1-depleted JHY4D growth rescue, OD600; measured here: growth rescue at 24 h;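 0 is the plate mean of compound wells and units are plate SD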
# Starred values were filed as active, the others as inactive; nt = not tested or not shown; [ ] = another dose, or the depositor's remark. Rows were taken by chance, and some 0.99% of all compounds hit somewhere here.
# Preview:
sdo1 growth	SMILES	sdo1 growth Rescue 24 h	INS promoter inh
0.85	COc1cc(NC(=O)CSc2nc3ccccc3n2-c2ccccc2)c(C)cc1[N+](=O)[O-]	1.4	-7
-0.06	CCn1c(SC(C)C(=O)NC2CCCc3ccccc32)nnc1-c1cccs1 (stereo not drawn)	0.11	-7
-1.5	COc1cc(C2=NOC(C(=O)N3CCCc4ccccc43)C2)cc(OC)c1OC (stereo not drawn)	-1.2	nt
-0.31	COc1ccccc1N1CCN(C(=O)CSc2nc(-c3ccco3)cc(C(F)(F)F)n2)CC1	-0.78	nt
nt	O=C1CCCN1c1nccs1	nt	36
-0.32	Cc1c(Cl)cccc1N(CC(=O)O)S(C)(=O)=O	0.12	-281
0.88	Cc1ccc(S(=O)(=O)N2CCC(C(=O)OCC(=O)N3CC(=O)Nc4ccccc43)CC2)cc1	1.2	15
nt	O=C(Nc1ccccc1C(=O)N1CCCC1)C1COc2ccccc2O1 (stereo not drawn)	nt	8
0.02	CCC(C)(C)NC(=O)CN(Cc1cccs1)C(=O)C(=O)Nc1ccc2c(c1)OCCO2	-0.23	nt
-1.2	C=CCNCCOc1c(C)cc(C)cc1Cl	-1.3	-75
-1.3	O=C(/C=C/c1c[nH]c2ccccc12)c1cccc2ccccc12	-0.34	nt
-0.24	Cc1ccc(S(=O)(=O)C2C(=O)N(C)C3(C)CC2c2ccccc2O3)cc1 (stereo not drawn)	-0.18	23
1.1	CCCC(=O)Nc1ccc2c(c1)C(=O)NC2=O	1	nt
-0.97	Cc1ccccc1N=C1SC(CC(=O)Nc2ccc3ccccc3c2)C(=O)N1Cc1ccccn1 (stereo not drawn)	0.64	-28
-0.61	Cc1ccc(C(=O)c2cc([N+](=O)[O-])ccc2N2CCCCC2)cc1C	-0.35	-81

# All compounds of this part (from the top)
sdo1 growth	SMILES	sdo1 growth Rescue 24 h	INS promoter inh
0.85	COc1cc(NC(=O)CSc2nc3ccccc3n2-c2ccccc2)c(C)cc1[N+](=O)[O-]	1.4	-7
-0.06	CCn1c(SC(C)C(=O)NC2CCCc3ccccc32)nnc1-c1cccs1 (stereo not drawn)	0.11	-7
-1.5	COc1cc(C2=NOC(C(=O)N3CCCc4ccccc43)C2)cc(OC)c1OC (stereo not drawn)	-1.2	nt
-0.31	COc1ccccc1N1CCN(C(=O)CSc2nc(-c3ccco3)cc(C(F)(F)F)n2)CC1	-0.78	nt
nt	O=C1CCCN1c1nccs1	nt	36
-0.32	Cc1c(Cl)cccc1N(CC(=O)O)S(C)(=O)=O	0.12	-281
0.88	Cc1ccc(S(=O)(=O)N2CCC(C(=O)OCC(=O)N3CC(=O)Nc4ccccc43)CC2)cc1	1.2	15
nt	O=C(Nc1ccccc1C(=O)N1CCCC1)C1COc2ccccc2O1 (stereo not drawn)	nt	8
0.02	CCC(C)(C)NC(=O)CN(Cc1cccs1)C(=O)C(=O)Nc1ccc2c(c1)OCCO2	-0.23	nt
-1.2	C=CCNCCOc1c(C)cc(C)cc1Cl	-1.3	-75
-1.3	O=C(/C=C/c1c[nH]c2ccccc12)c1cccc2ccccc12	-0.34	nt
-0.24	Cc1ccc(S(=O)(=O)C2C(=O)N(C)C3(C)CC2c2ccccc2O3)cc1 (stereo not drawn)	-0.18	23
1.1	CCCC(=O)Nc1ccc2c(c1)C(=O)NC2=O	1	nt
-0.97	Cc1ccccc1N=C1SC(CC(=O)Nc2ccc3ccccc3c2)C(=O)N1Cc1ccccn1 (stereo not drawn)	0.64	-28
-0.61	Cc1ccc(C(=O)c2cc([N+](=O)[O-])ccc2N2CCCCC2)cc1C	-0.35	-81
-0.24	Cc1ccc(S(=O)(=O)N2CCCCC2)cc1NC(=O)CCOc1ccccc1	-0.34	nt
0.47	Cc1cccc2c(=O)cc(C)n(CC(=O)N3CCCCC3)c12	0.23	7
1.8	CCCC(=O)Nc1nnc(CC(=O)N2CCCC2)s1	3.3	42
0.61	Cc1ccc(S(=O)(=O)NC2=NCN(CCc3ccccc3)CN2)cc1	-0.12	-14
-0.52	Cc1ccc(S(=O)(=O)Nc2ccccc2C(=O)OC(C)C(=O)Nc2ccc3ccccc3c2)cc1[N+](=O)[O-] (stereo not drawn)	-0.94	50
nt	CCOC(=O)c1sc2nc(C)nc(Nc3ccc(OC)c(OC)c3)c2c1C	nt	64
nt	CSc1ccccc1-c1n[nH]c(=S)o1	nt	-44
-1.3	Cc1ccc(CSCC(=O)N2CCN(Cc3ccc4c(c3)OCO4)CC2)cc1	-0.87	20
1.2	CC(=O)NC1=NN(C(C)=O)C(c2cccs2)S1 (stereo not drawn)	-0.23	24
-0.18	CC(C)CC(=O)N(c1ccc(F)cc1)C1C=CS(=O)(=O)C1 (stereo not drawn)	-1.1	nt
-0.57	Cc1ccc(C(=O)Nc2nc(=O)n(C(=O)c3ccccc3Cl)s2)cc1	-1.6	-84
1.5	CCc1cccc2c(C#N)cn(CC(=O)NCCOC)c12	1.4	nt
1.1	COc1ccc(/C=N/NC(=O)c2cnccn2)cc1O	1.4	nt
1.1	CC(=O)c1cccc(NC(=O)/C(=C\c2ccco2)NC(=O)c2cccs2)c1	0.72	7
0.4	c1ccc(CCN2CN=C(Nc3nc4ccccc4o3)NC2)cc1	0.28	64
nt	COc1ccc(CNC(=O)C2(C)Cc3ccccc3C(=O)O2)cc1 (stereo not drawn)	nt	-35
-0.79	COCCN(C(=O)Cc1cccs1)C(C(=O)NCc1ccc(OC)cc1)c1ccc(OC)cc1 (stereo not drawn)	-1.4	nt
nt	CCOC(=O)Cc1csc(SCC(=O)Nc2cc(C)ccc2OC)n1	nt	-6
0.87	C=CCSc1nnc2c(n1)OC=Nc1ccccc1-2	0.71	-38
nt	CC1(C)CC(NC(=O)COc2ccccc2Cl)CC(C)(C)N1	nt	-25
0.83	Cc1cc(C)nc(NS(=O)(=O)c2ccc(NC(=O)c3cc(-c4ccccc4)nc4ccccc34)cc2)n1	0.19	64
0.08	C/C(=N\N1CCN(C2c3ccccc3-c3ccccc32)CC1)c1ccncc1	-0.65	14
0.76	CC(Oc1cccc(Cl)c1)C(=O)Nc1cc(=O)n(C)c(=O)n1C (stereo not drawn)	0.86	-26
0.66	CCOc1cccc(C2NC(=S)NC(C)=C2C(=O)Nc2ccccc2)c1 (stereo not drawn)	0.39	nt
2.3	COc1cc(/C=C\C(=O)NCc2ccc3[nH]c(C)cc3c2)cc(OC)c1OC	1.6	66*
nt	S=C(NCC1COc2ccccc2O1)Nc1ccccc1 (stereo not drawn)	nt	-26
1.7	O=C(Nc1ccc(F)cc1)c1ccccc1S(=O)(=O)c1ccccc1[N+](=O)[O-]	0.93	24
-0.04	Nc1ccn(-c2ccc(Cl)cc2)c(=O)c1	-0.48	nt
0.43	O=C(CSc1nnc2ccccn12)Nc1cccc(S(=O)(=O)N2CCOCC2)c1	-0.3	15
-1.7	COc1ccc(S(=O)(=O)n2cnc3cc(C)c(C)cc32)cc1	-1.5	nt
0.88	CCc1cccc(CC)c1NC(=S)N1CCn2cccc2C1c1cccnc1 (stereo not drawn)	0.7	nt
1.5	Cc1ccc(S(=O)(=O)N2CCCOC2CNC(=O)C(=O)NCc2ccco2)cc1 (stereo not drawn)	1.2	-100
nt	COCCn1c(C)cc(C(=O)COc2cccnc2[N+](=O)[O-])c1C	nt	24
-0.72	Cc1cc(C(=O)Nc2sc3c(c2C#N)CCC(C)C3)no1 (stereo not drawn)	-0.63	-3
nt	O=C(CCC(=O)OCc1cccc([N+](=O)[O-])c1)Nc1ccc(F)cc1	nt	-29
0.39[14 µM]	Cc1ccc(-c2[nH]nc3c2C(c2cccnc2)C(C#N)=C(N)O3)cc1 (stereo not drawn)	-0.07	nt
1.3	CCCN1C(=O)c2cc(C(=O)NCc3ccc(OC)cc3)ccc2C1O (stereo not drawn)	2.3	nt
nt	O=C(CNC(=O)c1ccccc1F)Nc1ccccc1C(F)(F)F	nt	16
0.09	COc1ccc(C(=O)Oc2cc(/C=N/NS(=O)(=O)c3ccccc3)ccc2OC)cc1	0.25	0
nt	Cc1ccnc(N2CCN(c3c4c(c(C#N)c5nc6ccccc6n35)CCC4)CC2)c1	nt	86*
0.13	COc1cccc(N2CC(C(=O)Oc3ccc4ccccc4c3)CC2=O)c1 (stereo not drawn)	-0.07	17

# (cont.)
sdo1 growth	SMILES	sdo1 growth Rescue 24 h	INS promoter inh
0.2	O=C(Oc1ccc2ccccc2c1)c1ccccc1	0.62	-8
nt	O=C(NCc1ccccc1F)Nc1ccc([N+](=O)[O-])cc1	nt	27
0.22	c1ccc2c(c1)nc(NCCN1CCOCC1)c1nncn12	-0.28	nt
-0.88	CC1Cc2ccccc2N1CC(=O)NCc1ccccc1Cl (stereo not drawn)	-0.3	-15
1	O=C(O)C1CCCCC1C(=O)Nc1ccccc1C(=O)N1CCN(c2ccc(F)cc2)CC1 (stereo not drawn)	0.18	-23
0.06	COc1ccc(OCc2cccc(C(=O)Nn3cc([N+](=O)[O-])cn3)c2)cc1	0.47	-23
-0.3	CC(=O)Nc1cccc(N(C)C)c1	-0.31	-44
0.02	O=C(CSc1nnc(CNc2ccc(F)cc2)n1Cc1ccccc1)NCc1ccccc1	-0.09	-77
-0.19	Cc1c(OCC(=O)OC(C)(C)C)ccc2c3c(c(=O)oc12)CCC3	0.1	-33
0.04	CCCC(=O)OCCNc1cc(Sc2nccn2C)c2nonc2c1[N+](=O)[O-]	0.28	28
-1.2	C/C(=N\NC(=O)c1c[nH]c2ccccc12)c1ccc(C)o1	-0.28	25
1.1	CCN1CCc2c(sc(N)c2C#N)C1	0.48	-111
1.3	Cc1ccc(CS(=O)(=O)CCC(=O)NCCCN2CCCC2=O)cc1	2.5	27
0.92	Cc1ccc(NC(=O)c2cc(=O)c3ccccc3o2)c(C)c1	1.1	nt
0.02	Cc1cccc(Nc2c([N+](=O)[O-])c(=O)n(C)c3ccccc23)c1	0.31	-21
-0.11	CCOCC(=O)N1CCN(c2ccc(F)cc2)CC1	-0.99	0
-1.2	Clc1ccc(OCc2nnc(-c3ccccc3Br)o2)c(Cl)c1	-0.35	-120
-0.63	Cc1oc(-c2ccc(Cl)cc2)nc1CN1CCCC(C(=O)NCc2ccccn2)C1 (stereo not drawn)	-0.52	nt
nt	O=C(COc1ccc(Cl)cc1)NCc1nnc(SCC(=O)N2CCCCCC2)o1	nt	-15
-0.49	CN1CCN(c2nc(-c3cccs3)nc3ccccc23)CC1	-1.2	0
0.05	COC(=O)c1sccc1NC(=O)c1cccnc1	-0.04	38
1.9	COCCNC(=O)C(=O)c1cc(C)n(-c2ccc([N+](=O)[O-])cc2)c1C	3.2	-7
1.1	C=CCn1c(-c2ccc([N+](=O)[O-])cc2)n[nH]c1=S	0.64	50
0.73	COc1ccc(C(=O)NC(NC(=S)Nc2ccc(S(N)(=O)=O)cc2)C(Cl)(Cl)Cl)cc1 (stereo not drawn)	0.43	nt
-0.56	COc1ccc(COc2cc(-c3cccc(OC)c3)nc3ccc(NC(=O)C(C)C)cc23)cc1	-1.2	-33
-0.88	Cc1ccccc1NC(=O)c1cccc2nc3ccccc3nc12	1	-233
-1.7	CN(C)c1nn(C(=O)Nc2cccc(C(F)(F)F)c2)cc1-c1ccccc1	-1.7	21
-1.9	COc1cc(-c2nc(-c3ccc(Br)o3)no2)cc(OC)c1OC	-0.72	nt
-2.3	CCc1nnc(NC(=O)CSc2nccn2-c2cccc(C)c2C)s1	-1.6	nt
0.17	O=C(CSc1nccc(=O)[nH]1)c1ccccc1Br	0.08	41
nt	CC(C)CN1C(=O)C(=O)N(CC(=O)Nc2cc(Cl)ccc2Oc2ccccc2)C1=O	nt	-23
-0.57	COc1ccc(-c2nc3nc(C)c(Cc4ccccc4)c(=O)n3[nH]2)cc1	0.84	nt
0.35	Cc1ccc(S(=O)(=O)NCCC(=O)N2CCN(Cc3ccccc3)CC2)cc1	0.63	-9
0.45	CC(=O)Nc1cccc2c1C(=O)N(c1ccc(C)cc1)C2=O	-0.3	56
nt	CCNc1nc(NC(C)(C)C)nc(Oc2ccc(=O)n(-c3ccccc3)n2)n1	nt	-45
-0.19	CN(C)c1nc(OCCNC(=O)COc2ccccc2Cl)nc(N(C)C)n1	-0.42	-85
-0.09	O=C(c1cnc(N2CCN(c3ncccn3)CC2)c2ccccc12)N1CCN(c2ncccn2)CC1	-0.17	nt
0.82	CCC1(C)Cc2ccccc2-c2c1c(=O)n(-c1ccc(C)cc1)c1nnnn21 (stereo not drawn)	1.9	45
0.23	O=C(CSc1nc2c(c(=O)n1-c1ccc(Br)cc1)SCC2)NCC1CCCO1 (stereo not drawn)	0.7	-45
-0.35	Cc1ccc2[nH]cc(CCNC(=O)c3ccc([N+](=O)[O-])cc3)c2c1	-0.82	nt
1.6	CC(=O)Nc1ccc2nc(-c3cccs3)[nH]c2c1	0.87	0
-2.2	CC(C)C(OC(=O)c1cc2occc2n1C)C(=O)NCc1ccc2c(c1)OCO2 (stereo not drawn)	-1.6	nt
-0.3	CCOc1ccc(NS(=O)(=O)c2cc(OC)ccc2OC)cc1	-0.82	-54
-1.4	Cc1ccc(CNc2oc(-c3ccco3)nc2S(=O)(=O)c2ccccc2)cc1	-1.1	-100
-0.79	CCCCc1c(C)c2cc(C)ccc2[nH]c1=O	-0.35	54
1.2	COc1ccccc1CNc1nc2nc(C)c(C)c(=O)n2[nH]1	1.4	nt
0.06	O=C(CNS(=O)(=O)c1cccs1)N1CCCC1	0	nt
0.25	O=C(CSc1ccc(-c2ccc(F)cc2)nn1)Nc1ccc2c(c1)OCCO2	1.4	nt
nt	C=CCn1c(C)cc(C(=O)COC(=O)/C=C/c2ccc(OC)cc2)c1C	nt	57
0.89	COc1cc(C(=O)OC(C)CN2CCOCC2)cc(OC)c1OC (stereo not drawn)	0.73	19

# Screens: PubChem BioAssay, several laboratories
